Screening results deposited in PubChem by several laboratories.
GSTO1 counter = GSTO1 inhibition, counter-screen for RBBP9 inhibitors; P78417; recombinant GSTO1, activity-based probe fluorescence polarization; inhibition, % at 5.96 µM; 300,000 tested, 1.1% active;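 active = inhibition above the campaign mean inhibition plus 3 SD, cut at about 35% in these data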;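 note: 0% = GSTO1-1 with DMSO and 100% = wells lacking GSTO1-1 enzyme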
PME-1 inh = PME-1 (human) inhibition; Q9Y570; AID 2130; inhibition, % at 5.9 µM; 320,000 tested, 0.53% active; recombinant PME-1, FP-Rh probe fluorescence polarization;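 active = inhibition above the campaign mean of all compounds plus 3 SD, cut at about 26% in these data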;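 note: competitive labeling of PME-1 active site by serine hydrolase directed probe; 0% = PME-1 with DMSO and 100% = wells lacking PME-1 enzyme; inhibitors block probe labeling so polarization falls and inhibition rises; many of its hits are not listed in these tables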
BCLXL inh = Bcl-xL (human) inhibition; AID 2129; 320,000 tested, 0.7% active; inhibition, % at 10.9 µM; GST-Bcl-xL / FITC-Bim BH3 peptide fluorescence polarization;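 active = inhibition above the mean of all tested compounds plus 3 SD, cutoff set per campaign, cut at about 30% in these data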;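 note: 0% = DMSO wells and 100% = unlabeled Bim-BH3 peptide competitor; inhibitors lower millipolarization by displacing the labeled peptide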
Target sequence (Q07817 whole entry, looked up): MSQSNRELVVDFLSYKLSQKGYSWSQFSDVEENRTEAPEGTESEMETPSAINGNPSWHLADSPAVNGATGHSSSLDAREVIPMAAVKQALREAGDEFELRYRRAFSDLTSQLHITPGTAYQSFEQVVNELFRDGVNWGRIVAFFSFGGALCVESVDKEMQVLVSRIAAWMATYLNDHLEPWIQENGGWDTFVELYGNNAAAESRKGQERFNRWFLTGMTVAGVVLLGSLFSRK
Fam108B inh = Fam108B inhibition, counter-screen for RBBP9 inhibitors | recombinant Fam108B, FP-Rh probe fluorescence polarization | inhibition, % at 9.51 µM | 300,000 tested, 0.33% active | AID 1947;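 active = inhibition above the screen mean inhibition plus 3 SD, computed separately per campaign, cut at about 18% in these data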;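 note: inhibitors lower polarization as less probe binds the enzyme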
MEX-5 binding = C. elegans MEX-5 TCR-2 RNA binding activity; Q9XUB2; MEX-5/FITC-TCR2 RNA binding, fluorescence polarization; stronger effect = lower value; activity score (negative = inhibition of binding), % at 10 µM; 300,000 tested, 0.38% active;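 active = inhibition past about -25% in most replicates, and total fluorescence under double the plate's negative control median, limit read from the data; inconclusive = replicates evenly split on the limit, or fluorescence at least double controls; inactive = too little inhibition in most replicates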;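 note: 0% = DMSO and -100% = 5 µM competing unlabeled TCR2 RNA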
GLD-1 RNA inh = GLD-1-TGE RNA interaction inhibition (C. elegans). Q17339. purified GLD-1 + fluorescein TGE RNA, fluorescence polarization. inhibition, % at 5.96 µM. 320,000 tested, 0.44% active. AID 2280;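 active = percent inhibition above a per-plate cutoff, the plate mean of test compounds plus 3 SD, cut at about 30% in these data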;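 note: 0% = DMSO wells with GLD-1 and probe and 100% = wells lacking GLD-1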
PAD4 FP inh = PAD4 (human) enzyme inhibition | 330,000 tested, 0.41% active | inhibition, % at 6.36 µM | recombinant PAD4, RCA probe fluorescence polarization;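 active = percent inhibition above a cutoff equal to the mean of all tested compounds plus 3 SD, cut at about 15% in these data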;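 note: 0% = PAD4 with RCA probe and DMSO and 100% = probe without PAD4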
Target sequence (Q9UM07 whole entry, looked up): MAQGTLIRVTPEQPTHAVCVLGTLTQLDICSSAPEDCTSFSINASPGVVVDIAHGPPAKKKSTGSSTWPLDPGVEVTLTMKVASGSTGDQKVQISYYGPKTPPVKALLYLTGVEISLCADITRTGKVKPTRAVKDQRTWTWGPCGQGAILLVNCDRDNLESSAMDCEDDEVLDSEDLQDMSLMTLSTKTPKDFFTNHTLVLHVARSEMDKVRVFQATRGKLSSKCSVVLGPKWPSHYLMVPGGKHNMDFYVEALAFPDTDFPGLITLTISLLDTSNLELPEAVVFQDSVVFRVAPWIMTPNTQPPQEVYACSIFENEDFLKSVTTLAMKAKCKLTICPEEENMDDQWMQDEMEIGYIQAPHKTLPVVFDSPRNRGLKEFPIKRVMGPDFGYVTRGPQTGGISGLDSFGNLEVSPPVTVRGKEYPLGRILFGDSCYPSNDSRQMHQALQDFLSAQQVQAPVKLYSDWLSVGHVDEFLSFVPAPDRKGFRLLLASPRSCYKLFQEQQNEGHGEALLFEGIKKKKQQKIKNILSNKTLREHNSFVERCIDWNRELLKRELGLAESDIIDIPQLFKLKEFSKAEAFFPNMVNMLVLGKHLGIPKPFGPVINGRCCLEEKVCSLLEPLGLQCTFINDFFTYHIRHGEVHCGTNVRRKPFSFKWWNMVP
TPT1 inhibitor = C. albicans TPT1 enzyme inhibition; AID 1962; inhibition, % at 5 µM; 300,000 tested, 0.81% active; recombinant caTPT1, FP RNA substrate dephosphorylation;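 active = inhibition above the mean of all tested compounds plus 3 SD, set per screening campaign, cut at about 24% in these data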;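 note: plate controls were DMSO alone for no effect and ferristatin control at 100 nM for full effect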
MCL1 BIM primary = inhibitors of human MCL1 binding to BIM-BH3 peptide | Q07820 | 320,000 tested, 0.68% active | GST-MCL1 / FITC-Bim-BH3 fluorescence polarization | inhibition, % at 10.9 µM;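 active = inhibition above the mean inhibition of all tested compounds plus 3 SD, set per campaign, cut at about 40% in these data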;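 note: 0% = DMSO wells and 100% = unlabeled Bim-BH3 peptide control; higher means more loss of mP so more displacement of Bim peptide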
* marks the source's active call; other numbers are inactive results; ? = inconclusive; · = not tested or not shown.

SMILES	GSTO1 counter	PME-1 inh	BCLXL inh	Fam108B inh	MEX-5 binding	GLD-1 RNA inh	PAD4 FP inh	TPT1 inhibitor	MCL1 BIM primary
c1cncc(COC2CCCN(Cc3nc(-c4cccs4)no3)C2)c1 (configuration not stated)	1.2	-1.6	7.8	2.9	-0.9	6.7	2.6	0.3	4.9
O=C(O)c1cc(S(=O)(=O)NC23CC4CC(CC(C4)C2)C3)ccc1Cl	-0.6	2.7	2.6	-0.5	0.7	2.7	-1.1	1.3	3.2
Cc1ccc(C(=O)NC(=O)CSc2ncccc2C(=O)O)cc1	-5.3	-7.7	9.1	1.7	-1.0	-1.5	0.7	11.6	1.4
CCCNC(C)(C)COC(=O)c1ccccc1	8.0	-2.2	-0.2	-4.0	·	1.6	-2.5	-0.9	-1.9
O=C(NCCc1ccccc1)c1ccc(Cl)nc1	3.1	-1.6	10.1	0.7	1.0	-2.3	0.0	-5.1	4.0
Cc1occc1C(=O)NNC(=O)C1CC1	-5.3	-3.1	3.5	0.7	-0.1	-0.4	1.0	-0.6	2.3
COc1ccccc1N1CCN(C(=O)C2CC=CCC2C(=O)O)CC1 (configuration not stated)	-7.3	-4.6	3.0	-5.1	1.2	2.3	0.6	-2.5	3.4
CCCCc1cc(=O)oc2cc(C)cc(OCc3nn[nH]n3)c12	-39.7	0.2	3.8	-2.6	-2.3	5.6	-0.7	-2.6	-2.5
N=C1/C(=C/c2coc3ccccc3c2=O)C(=O)N=C2SC(c3ccco3)=NN12	-49.3	-5.8	-26.5	16.8	?	-35.2	-1.0	58.6*	-51.8
COc1ccc(-c2nc(SCC(=O)Nc3c(F)cccc3F)n[nH]2)cc1	0.8	1.6	-7.3	1.1	-1.3	-3.0	2.1	0.7	-11.4
CC(C)C(=O)Nc1cc(=O)[nH]c2ncnn12	0.4	-4.5	-0.6	-4.9	-1.6	-1.5	-3.0	0.6	1.3
COc1cccc(CNn2cnnc2)c1OCc1ccc(F)cc1	6.1	5.3	-0.2	1.1	0.2	-1.4	-7.5	1.1	4.6
O=C1CC(c2c(F)cccc2Cl)C2=C(COC2=O)N1 (configuration not stated)	-1.8	-0.6	-2.2	1.2	3.0	7.0	-3.5	4.3	-4.5
COc1cc(CN2CCN(c3ccccc3C)CC2)cc([N+](=O)[O-])c1O	16.4	-8.1	2.3	0.0	-2.0	2.5	-0.5	-3.6	-3.5
O=C(CN(C(=O)c1ccccc1Cl)N1C(=O)C2C3C=CC(C3)C2C1=O)c1cccs1 (configuration not stated)	2.1	-3.1	0.6	-7.9	1.5	3.0	-0.1	-0.9	-8.6
Nc1nc(-c2ccc([N+](=O)[O-])cc2)c(C(=O)Nc2ccc(Cl)cc2)s1	-2.2	1.9	6.2	-6.4	2.5	3.5	2.8	-0.8	2.4
O=C1CCC(C(=O)OCc2ccccc2)N1 (configuration not stated)	-1.1	-0.2	-5.6	-0.1	-0.6	2.6	2.7	-3.7	-6.6
CCN(c1ccccc1)c1ncnc2c1cnn2-c1ccccc1	4.3	-0.4	1.4	-1.3	-2.2	2.8	0.1	0.4	-4.6
CCn1c2c(c3cc(Br)ccc31)CCC/C2=N\O	5.0	-1.5	8.9	5.9	-1.3	11.2	-5.2	-4.1	4.8
Cc1[nH]c(=O)nc(SCc2ccc(Cl)c(Cl)c2)c1C#N	-0.3	4.1	6.6	0.9	-6.7	-1.2	-1.5	4.9	2.4
CC1CC(C#N)N(N(C)C)C1=C(C#N)C#N (configuration not stated)	6.1	3.5	2.3	-3.3	1.1	-0.5	0.2	-3.5	-6.8
CSc1ncc(Cl)c(C(=O)Nc2nnc(SC)s2)n1	7.8	-1.4	1.4	0.8	-0.6	-3.5	2.6	-2.1	3.5
COc1ccc2[nH]c(=O)c(CN(CCO)C(=O)NCc3ccccc3)cc2c1	2.2	-1.4	4.8	-0.5	1.7	5.3	0.6	-1.4	7.6
c1ccc(-c2nnc(-c3ccccc3)c(-c3c[nH]c4ccccc34)n2)cc1	-5.5	-1.9	-6.4	-8.2	-1.8	-3.0	-14.4	-4.3	-5.5
O=C(COn1nnc2ccc(Cl)cc21)Nc1ccc(F)cc1	28.1	-4.0	4.1	-4.8	-1.9	7.2	-0.6	-1.5	-6.0
O=C(NNC(=S)Nc1ccc(F)cc1)C1CC1c1ccc(Cl)cc1 (configuration not stated)	11.8	5.7	0.8	-1.4	-0.1	-4.1	-4.0	-1.7	12.8
COc1cccc(CN(C(=O)c2cnccn2)C(C(=O)NC2CCCCC2)c2cc(OC)c(OC)c(OC)c2)c1 (configuration not stated)	-6.9	2.5	2.9	-0.7	0.5	4.6	-6.5	-3.3	1.3
Cc1ccc(S(=O)(=O)N2CCN(CC(O)c3ccccc3)CC2)cc1C (configuration not stated)	3.5	-2.2	-3.6	-2.2	-1.3	-0.7	1.1	1.0	4.5
COc1ccc(C(=O)Nc2ccc(/C(C)=N/NC(=O)c3ccccc3O)cc2)cc1OC	0.9	-6.5	3.1	6.3	-0.2	-1.1	1.7	-1.7	4.8
Cc1ccccc1/C=N/NC(=O)Cn1nnc(N)n1	-3.7	0.6	3.9	2.2	-2.5	0.3	-4.2	-2.0	-0.8
Cc1c(-c2cccs2)[n+](=O)c2c(n1[O-])CCC2	-7.6	-0.4	1.6	-4.3	-2.2	5.5	-0.1	1.9	3.4
CC(=O)N1CCN(C(=O)c2cc(S(=O)(=O)N(C)c3ccc(F)cc3)ccc2Cl)CC1	6.0	-6.4	2.6	-1.3	-1.7	7.8	-2.8	-1.6	2.7
CCN(CC)CCCNc1oc(-c2ccc(OC)c(OC)c2)nc1C#N	7.4	9.1	3.7	4.2	2.5	2.2	2.5	-7.2	5.8
COc1ccc(-c2csc(NC(=O)CSC(C)C(=O)Nc3cc(C)on3)n2)cc1OC (configuration not stated)	·	3.8	4.4	·	·	1.0	0.4	·	2.7
Cc1ccc(CSc2nc3nc(C)cc(C)c3c(=O)[nH]2)cc1	-10.5	-4.5	4.8	-0.7	1.0	-4.7	-3.1	1.5	6.2
COC(=O)C1=C(C)N(Cc2ccccc2)C(=NCCCCO)N[C@H]1c1ccccc1	7.2	4.0	7.5	-0.5	-8.9	2.7	1.6	-2.9	8.2
CC(C)OC(=O)Cc1nc2sc(-c3ccccc3)cc2c(=O)[nH]1	-10.2	-4.9	-3.7	3.2	0.1	-6.5	-24.7	6.3	-6.8
COc1ccc(C(=O)/C=C/c2ccc(OC)c(COc3ccc(F)cc3)c2)cc1	-2.5	-10.6	1.2	-10.2	1.1	5.1	1.0	0.4	-3.8
N#CCC(=O)Nc1ccc(C(=O)OCC(=O)NNC(=O)c2cccs2)cc1	-7.9	-1.6	-3.3	0.7	-2.3	-3.8	-8.9	11.7	-4.7
O=[N+]([O-])c1ccccc1S(=O)(=O)NCCc1ccncc1	2.2	3.3	4.2	-2.2	-1.8	1.2	-5.2	-1.2	-1.5
Cc1cc(N2CCN(c3ccccc3)CC2)nc2ccccc12	6.0	1.1	4.9	0.6	1.1	12.2	1.8	0.6	0.6
O=C(CSc1ccc(-c2ccccn2)nn1)NC1CCCC1	-6.0	3.2	-1.2	-2.9	1.5	-1.4	1.3	-1.6	0.4
CCOc1ccc(NC(C)=O)cc1N	·	0.3	-0.8	·	·	-3.5	-0.7	·	0.3
CCN(CC)c1nc(Oc2ccc(=O)[nH]n2)nc(N2CCOCC2)n1	0.2	4.8	1.3	-4.5	1.3	5.9	-0.1	2.2	-1.4
O=C(Nc1ccc(F)cc1)c1ccc2ncsc2c1	1.4	1.7	1.8	5.5	4.3	0.1	6.4	-4.2	-0.6
COc1cccc(-c2nn(-c3ccc(C)cc3)cc2C(=O)N(C)CC(=O)Nc2cccc(F)c2)c1	·	-37.3	-2.9	·	·	3.2	4.9	·	-1.1
O=C(NCc1ccccn1)c1cc2cc(Br)ccc2oc1=O	2.6	3.1	-3.4	2.1	-2.1	-12.5	-3.0	-0.5	1.6
Cc1ccccc1/C=C\c1nc2ccccc2c(=O)[nH]1	-14.7	-11.7	-6.6	-5.3	-4.4	-1.3	-7.7	-3.4	-6.2
CCOC(=O)c1[nH]c2ccccc2c1NC(=O)COC	3.1	-4.0	3.9	1.5	-2.4	2.7	-0.2	-3.5	-0.1
CC(C)C(c1nnnn1CCc1ccccc1)N1CCSCC1 (configuration not stated)	7.3	8.5	7.1	-0.8	0.0	-1.5	-1.4	-1.4	4.2
Other records:
SMILES	GSTO1 counter	PME-1 inh	BCLXL inh	Fam108B inh	MEX-5 binding	GLD-1 RNA inh	PAD4 FP inh	TPT1 inhibitor	MCL1 BIM primary
Cc1ccc(P(=O)(OCCN2CCOCC2)C(C)(C)C)o1 (configuration not stated)	4.1	-2.5	5.7	-4.2	1.1	4.3	0.2	0.5	-0.3
COc1cc(C2C(C#N)=C(N)Oc3c2c(-c2ccccc2)nn3-c2ccccc2)cc(OC)c1OC (configuration not stated)	51.9*	4.9	5.2	-2.7	0.3	-8.9	11.7	-0.1	-9.8
Cc1ccc(S(=O)(=O)N(CCC(=O)Nc2ccc(OC(F)(F)F)cc2)c2ccccc2)cc1	1.8	-14.7	0.8	-9.5	0.4	2.7	-5.7	1.3	-4.3
CC(=O)NCCc1nc2cc(NC(=O)c3ccccc3C)ccc2n1C	5.7	-0.1	7.5	-0.9	-0.9	-3.8	0.5	-2.5	7.8
CCn1c(SCC(=O)Nc2ccc3c(c2)OCCO3)nnc1-c1cccs1	11.9	-3.9	5.3	-0.8	0.5	-5.9	2.9	-1.9	0.3
NC(=O)NCc1ccccc1Cl	-3.2	3.4	2.3	-0.2	-0.3	2.6	-11.7	1.6	-4.0
COc1ccc(C)cc1NC(=O)CN1CCN(S(=O)(=O)c2ccc(Br)cc2)CC1	9.5	0.5	2.4	0.5	-0.2	9.1	-0.9	-0.4	4.0
O=C(CCc1nc(-c2ccccc2F)no1)NCCc1ccccc1Cl	0.4	0.4	1.6	2.5	2.3	3.2	-3.6	-1.8	3.3
Cc1ccccc1CCNC(=O)c1ccc(Cl)c(S(=O)(=O)N2CC(C)OC(C)C2)c1 (configuration not stated)	·	-2.5	-1.6	·	·	-8.9	-6.7	·	-6.4
Nc1cc(-c2ccccc2)nn1S(=O)(=O)c1ccc(F)cc1	-0.7	-0.1	5.3	0.4	3.0	5.9	5.6	-0.1	4.3
O=C(NC(=S)Nc1ccccc1Cl)C1CC1	-0.2	-3.8	-0.7	-4.7	-2.7	-2.8	-7.5	2.8	6.4
CCOC(=O)C1(CCCc2ccccc2)CCN(C(=O)c2ccoc2)CC1	-2.6	-0.6	6.9	5.0	-0.5	-9.1	0.5	-2.2	8.4
COc1ccc(-c2[nH]ncc2-c2nc(C)cs2)c(O)c1	0.5	-1.0	1.1	2.4	-0.9	2.7	-3.3	3.1	-9.4
COc1ccc(F)cc1CN1CCN(CC(=O)Nc2ccccc2C(=O)NC2CC2)CC1	·	2.0	0.6	·	·	-1.6	3.4	·	8.7
O=C(NCc1ccc2c(c1)OCO2)c1cccc([N+](=O)[O-])c1	4.5	-2.7	3.6	-3.8	1.4	0.9	-5.3	1.9	-4.8
O=C(CNC(=O)c1ccc(Br)o1)NC1CCCCCC1	4.8	0.1	2.1	0.5	-0.7	4.5	2.7	0.8	-2.8
O=C(Nc1ccc(Cl)cc1C(=O)Nc1ccccn1)c1ccco1	-8.2	-3.5	-1.1	-3.7	0.9	6.4	-1.1	-3.4	0.0

Not all compounds are listed; count on the stated rates, not on these rows.
